Bim-Bcl-W = disrupts Bim peptide binding to human Bcl-W; bead-based flow cytometry; inhibition, % at 10 µM; AID 952; 0.02% of 190,000 active;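 further: 0% = bound tracer without compound and 100% = peptide blocker; higher means less fluorescent Bim peptide bound to Bcl-W beads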
Target sequence (Q92843 whole entry, looked up): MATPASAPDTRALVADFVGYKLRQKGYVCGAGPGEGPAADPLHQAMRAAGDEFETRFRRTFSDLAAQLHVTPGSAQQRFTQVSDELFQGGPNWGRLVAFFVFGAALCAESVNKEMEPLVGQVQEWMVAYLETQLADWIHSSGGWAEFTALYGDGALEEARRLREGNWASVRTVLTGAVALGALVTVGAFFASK
GSH bead fluor = compound fluoresces at 488/530 nm on GSH beads; fluorescence (KMESF) at 10 µM; 0.25% of 190,000 active; GSH beads flow cytometry, compound fluorescence 488/530 nm; active compounds read high; in the data active means fluorescence above about 89;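 further: glutathione beads carrying GST-tagged Bcl family fusion proteins plus one bare bead set; values are compound well signal with DMSO vehicle wells as background; inactives centre near 16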
Bim-Bcl-2 = human Bim-Bcl-2 interaction inhibition; P10415; Bead-based flow cytometry, Bim peptide-Bcl-2 binding; inhibition, % at 10 µM; 0.06% of 190,000 active; in the data active means inhibition above about 40%; inconclusive means no clear call, values can overlap the other calls;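 further: 0% = no compound wells with probe peptide and 100% = reference peptide inhibitor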
Target sequence (P10415 whole entry, looked up): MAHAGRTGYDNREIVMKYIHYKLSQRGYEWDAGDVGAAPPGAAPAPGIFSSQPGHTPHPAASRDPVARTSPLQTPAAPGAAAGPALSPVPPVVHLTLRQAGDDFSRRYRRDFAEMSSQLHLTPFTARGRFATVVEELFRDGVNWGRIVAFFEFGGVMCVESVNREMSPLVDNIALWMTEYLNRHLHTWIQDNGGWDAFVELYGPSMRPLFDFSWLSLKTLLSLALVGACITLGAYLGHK
ABCB1 block = blocks JC-1 efflux by human ABCB1 transporter; P08183; CCRF-Adr cells, flow cytometry; 0.067% of 190,000 active; AID 1326; inhibition, % at 6.6 µM; in the data active means inhibition above about 40%;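 further: 0% = vehicle and 100% = reference inhibitor; higher value means more JC-1 retained so stronger ABCB1 efflux block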
Bfl-1 Bim block = disrupts Bim binding to human Bfl-1; Bead-based flow cytometry, Bim-Bfl-1 binding inhibition; AID 1008; 0.12% of 190,000 active; inhibition, % at 10 µM;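 further: 0% = wells without compound plus tracer and 100% = blocker peptide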
Bcl-B Bim block = inhibitors of Bim-Bcl-B interaction, human | bead-based flow cytometry, Bim peptide-Bcl-B binding | inhibition, % at 10 µM | 0.073% of 190,000 active | AID 951;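 further: 0% = tracer peptide without compound and 100% = reference inhibitor peptide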
Target sequence (Q9HD36 whole entry, looked up): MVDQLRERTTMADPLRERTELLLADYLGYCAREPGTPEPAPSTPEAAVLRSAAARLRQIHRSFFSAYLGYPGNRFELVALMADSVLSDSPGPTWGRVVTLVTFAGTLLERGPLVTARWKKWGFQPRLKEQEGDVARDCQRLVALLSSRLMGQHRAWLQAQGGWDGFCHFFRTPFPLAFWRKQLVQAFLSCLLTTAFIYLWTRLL
RGS4-Gao reg = modulates binding of RGS4 to human Galphao; P09471; Multiplexed bead flow cytometry; actives lie on both sides; binding response (% of control), % at 10 µM; 0.33% of 220,000 active; AID 1415; in the data active means binding response below about 49% or above about 150%; inactive means in between;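 further: fluorescent Galphao activated with aluminum fluoride binding bead-coupled RGS4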
Target sequence (P09471 whole entry, looked up): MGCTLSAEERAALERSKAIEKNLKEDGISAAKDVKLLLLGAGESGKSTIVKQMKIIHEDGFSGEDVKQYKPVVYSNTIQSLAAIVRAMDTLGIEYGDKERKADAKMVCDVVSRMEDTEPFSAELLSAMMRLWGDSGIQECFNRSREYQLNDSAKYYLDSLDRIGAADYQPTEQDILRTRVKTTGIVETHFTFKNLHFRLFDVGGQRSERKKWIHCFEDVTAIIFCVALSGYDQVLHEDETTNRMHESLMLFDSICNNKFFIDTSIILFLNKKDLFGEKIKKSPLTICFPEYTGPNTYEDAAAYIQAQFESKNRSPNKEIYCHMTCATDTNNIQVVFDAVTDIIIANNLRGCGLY
ABCG2 block = blocks JC-1 efflux by human ABCG2 transporter | Q9UNQ0 | IgMXP3 cells, flow cytometry | inhibition, % at 6.6 µM | 0.1% of 190,000 active;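 active means inhibition above 80%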;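 further: 0% = DMSO and 100% = nicardipine control wells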
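Measure – % inhibition of efflux relative to nicardipine and DMSO · Test system – ABCG2 IgMXP3 and barcoded ABCB1 CCRF-Adr cell mix · Control set – nicardipine as high control, DMSO as low control · Compound – one concentration, 6.6 µM final · Signal – flow cytometry of retained JC-1 fluorescence · Timing – 10 min exposure at 25 °C with rotation, no wash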
RGS8-Gao = human RGS8-Galphao interaction regulation; response (percent of control binding), % at 10 µM; P09471; 0.34% of 220,000 active; multiplexed bead flow cytometry, RGS8-Galphao binding; actives lie on both sides; in the data active means response below about 60% or above about 140%; inactive means in between;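 further: Galphao activated as the GDP aluminium fluoride complex binding bead-coupled RGS8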
RGS7-Gao = modulates binding of RGS7 to human Galphao; P09471; Multiplexed bead flow cytometry; actives lie on both sides; binding response (% of control), % at 10 µM; 0.35% of 220,000 active; in the data active means binding response below about 49% or above about 150%; inconclusive means no clear call, values can overlap the other calls; inactive means in between;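 further: fluorescent Galphao held in activated GDP-AlF4 state binding bead-coupled RGS7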
Bcl-XL Bim block = disrupts Bim peptide binding to human Bcl-XL. Q07817. bead flow cytometry, fluorescence. inhibition, % at 10 µM. 0.04% of 190,000 active
Active calls of the source: *; ? = inconclusive; / = no result given. Unless noted, no stated cut-off is given here; in the data, active means inhibition above about 40%. Compounds were not picked by outcome; overall some 1.1% were active at least once.

compound | Bim-Bcl-W | GSH bead fluor | Bim-Bcl-2 | ABCB1 block | Bfl-1 Bim block | Bcl-B Bim block | RGS4-Gao reg | ABCG2 block | RGS8-Gao | RGS7-Gao | Bcl-XL Bim block
O=c1c2ccccc2sc2nc(C3CCCCC3)n(Cc3ccco3)c(=O)c12 | 2 | 27 | 0 | 0.9 | 16 | -4 | 89 | 0 | 94 | 93 | 5
COc1ccc(C(=O)Cc2cc(OC)c(OC)cc2[N+](=O)[O-])cc1 | 0 | 33 | -10 | 0.7 | -14 | -11 | 101 | 7 | 103 | 98 | -11
Cc1c(-c2ccc(F)cc2)nc(N)c(C#N)c1-c1cccs1 | 1 | 20 | 1 | 0.5 | 0 | 1 | 100 | 3 | 101 | 96 | 0
CCCCNC(=O)CSc1nc2ccccc2c(=O)n1C1CCCC1 | -5 | 66 | -1 | 0.5 | -5 | -3 | 100 | 3 | 99 | 97 | -3
C=CCOC(=O)COc1ccc2c(C)c(C)c(=O)oc2c1C | -3 | 21 | 3 | 0.1 | -6 | 1 | 96 | 27 | 99 | 99 | 0
Cc1cccc(Nc2nccc(N(C)C)c2C#N)c1 | -2 | 10 | -2 | 0.6 | -4 | -3 | 97 | 2 | 98 | 103 | -1
CC1(C)CC(CC(=O)Nc2nccs2)(c2ccccc2)CCO1 (stereo not drawn) | -5 | 15 | -3 | 0.4 | 0 | -6 | 102 | 2 | 102 | 100 | -5
CC(C)CCC(C)N=Cc1c(O)n(Cc2ccccc2)c(=O)c2ccccc12 (stereo not drawn) | -1 | 30 | -9 | 4.1 | -13 | -7 | 97 | 32 | 98 | 96 | -8
COc1cccc2c(=O)n(CC(=O)N3CCCCC3)ccc12 | -1 | 15 | 1 | 0.5 | -1 | 0 | 98 | 1 | 95 | 104 | -3
COCCNC(=O)C(c1cccnc1)N(Cc1ccc(C)cc1)C(=O)Cn1nnc2ccccc21 (stereo not drawn) | 0 | 14 | -2 | 0.7 | -5 | -1 | 96 | 2 | 99 | 100 | 0
O=C(NCCc1ccccc1)c1ccncc1 | 1 | 64 | 1 | 0.3 | 4 | 2 | 105 | 1 | 104 | 104 | 3
CCCCNC(=S)N1CCN(c2nc3ccccc3s2)CC1 | -1 | 10 | -4 | 0.3 | -6 | -6 | 100 | 2 | 102 | 98 | -1
COC(=O)C1C(O)=C(C=Nc2ccccc2)C(=O)CC1(C)C (stereo not drawn) | -1 | 12 | -4 | -0.1 | -10 | -7 | 103 | -1 | 98 | 97 | 0
Cc1cc(OC(C)C)c2c(-c3ccccc3)cc(=O)oc2c1 | -1 | 18 | 3 | 0.4 | -2 | 0 | 109 | 2 | 107 | 107 | 0
Cn1nnnc1SCC(=O)Nc1ccccc1Cc1ccccc1 | -1 | 44 | -11 | 1.5 | -17 | -9 | 102 | 8 | 106 | 104 | -7
CC1(C)OC2OC(C(=O)N/N=C/c3cc(Br)ccc3O)C3OC(C)(C)OC3C2O1 (stereo not drawn) | -2 | 9 | -3 | 0.9 | -2 | -2 | 82 | 17 | 88 | 80 | -6
COc1ccc(C2CC(c3ccccc3)Nc3nc(NC(=O)c4ccco4)nn32)cc1 (stereo not drawn) | -3 | 17 | 0 | 0.1 | 0 | -1 | 102 | 0 | 101 | 105 | -1
CC(C)(C)OC(=O)N1CC=C2C(C#N)=C(N)C(C#N)(C#N)C(c3cccs3)C2C1 (stereo not drawn) | 0 | 33 | -10 | 0.6 | -11 | -11 | 92 | 3 | 97 | 95 | -5
COc1ccccc1CN(Cc1nc2ccccc2c(=O)[nH]1)C(=O)Nc1ccc(C)cc1 | -3 | 17 | -1 | 2.4 | -2 | -2 | 99 | 9 | 100 | 99 | 0
COC(=O)c1ccc(Cn2cnc3c(sc4nc(N5CCOCC5)c5c(c43)CCCC5)c2=O)o1 | 0 | 13 | 2 | 6.2 | 3 | -3 | 99 | 13 | 101 | 103 | 0
O=C(c1ccccc1Cl)N1CCc2ccccc2C1 | 0 | 23 | -9 | 0.0 | -15 | -11 | 99 | -7 | 99 | 99 | -3
NNC(=O)COc1ccccc1[N+](=O)[O-] | -3 | 24 | -5 | 0.5 | -7 | -6 | 95 | 1 | 100 | 93 | -5
Cc1nc2ccccc2c(=O)n1CCN1CCOCC1 | 0 | 11 | -11 | 0.1 | -12 | -11 | 102 | 2 | 101 | 109 | -5
Cc1cccn2c(=O)c(C=O)c(N3CCN(c4ccc(F)cc4)CC3)nc12 | -4 | 14 | -5 | 0.6 | -6 | -4 | 99 | 35 | 100 | ? | 0
N#CC1=C(N)SC(N)=C(C#N)C1C1C=CCCC1 (stereo not drawn) | -7 | 13 | -3 | -0.2 | 3 | -10 | 100 | 0 | 101 | 101 | -10
CC(=O)NN1C(=O)/C(=C\c2ccc(Cl)cc2)SC1=S | -1 | 11 | 1 | 0.8 | -5 | -3 | 100 | 7 | 98 | 93 | 0
Cc1ccc(-n2c(SCC(=O)NCC3CCCO3)nc3c(c2=O)SCC3)cc1 (stereo not drawn) | 0 | 38 | -10 | 0.0 | -9 | -6 | 106 | 0 | 105 | 103 | -8
CC[N+](C)(C)CCN(Cc1ccc(Cl)cc1)c1ccccn1 | 4 | 6 | -6 | 0.3 | -8 | -4 | 106 | 1 | 102 | 103 | 3
O=C(NC(=S)N1CCN(c2ccc([N+](=O)[O-])cc2)CC1)c1ccccc1F | -1 | 10 | 0 | / | 2 | -5 | 102 | 6 | 99 | 103 | -3
COc1ccc2c(c1)CCc1c(C(=O)Nc3ccn(Cc4ccc(C)cc4)n3)noc1-2 | -3 | 20 | 1 | -0.1 | -3 | -7 | 92 | 1 | 93 | 91 | -3
CCCCCCn1nc(C(=O)Nc2nc3c(s2)CCCC3)c2ccccc2c1=O | -1 | 19 | -1 | 2.5 | 3 | -1 | 103 | 30 | 97 | 102 | -4
Cc1cccc(C)c1NC(=O)C1(NC(=O)C2CCC(=O)N2)CCCCC1 (stereo not drawn) | -2 | 5 | 1 | 0.0 | 3 | 0 | 102 | 0 | 100 | 105 | 2
CC1CCCCN1C(=S)NCc1ccccc1 (stereo not drawn) | 14 | 13 | 4 | 0.3 | 12 | 9 | 96 | 1 | 103 | 95 | 18
CC(C)(C)C(=O)Nc1cccc(-c2nnc(-c3cccc(NC(=O)C(C)(C)C)c3)o2)c1 | -1 | 28 | 0 | 1.6 | -3 | -1 | 96 | 33 | 81 | 97 | -2
CCN(CC)C(=O)CSc1nc2sc(C)c(C)c2c(=O)[nH]1 | -1 | 32 | -11 | 0.4 | -13 | -11 | 98 | 5 | 101 | 99 | -3
CCCc1sc(N/N=C/c2ccccn2)nc1-c1ccc(F)cc1 | -8 | 12 | -6 | -0.8 | -1 | -6 | 101 | 0 | 105 | 104 | -7
COC1CCN(C(=O)c2ccc(OC3CCN(CCc4ccccc4)CC3)cc2)CC1 | -2 | 13 | -2 | 0.8 | -7 | -1 | 95 | 2 | 96 | 94 | -1
Cn1c(=O)oc2cc(S(=O)(=O)NCCc3ccccc3)ccc21 | -1 | 25 | -7 | 0.1 | -15 | -6 | 101 | 2 | 101 | 104 | -4
CCc1cc(=O)oc2cc(C)c(CN3CCCCC3)c(O)c12 | 2 | 52 | -8 | -0.3 | -6 | -5 | 78 | 0 | 92 | 88 | 1
CCN(CC)c1ccc(C=C2C(=O)OC3(CCCCC3)OC2=O)cc1 | 1 | 26 | -4 | 0.5 | -3 | -5 | 101 | 2 | 96 | 101 | 0
COc1ccc(Br)cc1CN(C)C(C)C(=O)Nc1cc([N+](=O)[O-])ccc1OC (stereo not drawn) | 0 | 18 | -4 | 1.9 | -8 | 0 | 102 | 9 | 103 | 101 | -6
Fc1ccc(NC(=S)N2CCCCC2)cc1 | 0 | 21 | 2 | 0.0 | 0 | 0 | 103 | -1 | 102 | 100 | -1
COc1ccc(NC(=O)c2ccc(-n3nc(C)cc3C)cc2)cc1OC | 0 | 24 | -1 | -0.8 | 1 | 0 | 101 | -1 | 98 | 100 | 0
O=C(c1cc2ccccc2oc1=O)N1CCN(c2ncccn2)CC1 | 1 | 11 | -7 | -3.4 | -10 | -8 | 99 | -7 | 101 | 102 | -3
O=C1C(Cc2ccc(F)cc2)SC(=Nc2ccccc2)N1c1ccccc1 (stereo not drawn) | -6 | 11 | -9 | 1.3 | -4 | -9 | 102 | 9 | 100 | 105 | -10
O=C(CNC(=O)c1ccc(N2C(=O)c3ccccc3C2=O)cc1)OCC(=O)c1cccc2ccccc12 | -2 | 7 | 10 | -0.3 | 15 | 2 | 98 | -3 | 97 | 98 | 1
CCN(CC)S(=O)(=O)c1ccc(N2CCOCC2)c(NC(=O)c2cc(C)cc(C)c2)c1 | -1 | 11 | -5 | 3.3 | -6 | -6 | 101 | 72 | 102 | 105 | -4
CN(C(=O)c1ccc(=O)[nH]c1)C1(C(=O)NC2CCCCC2)CCCCC1 | -2 | 25 | -9 | -0.2 | -10 | -9 | 101 | 0 | 100 | 99 | -6
COc1ccc(C(=O)CSc2nc3nc(C)cc(C)n3n2)cc1OC | 4 | 50 | -7 | 0.0 | -6 | -8 | 107 | 13 | 110 | 110 | -1
Cc1cccc(/C(N)=N/OC(=O)c2ccc(F)cc2)c1 | -4 | 11 | 0 | 0.5 | -2 | 0 | 102 | 10 | 103 | 103 | -5
CC(=O)c1c(N2CCN(C)CC2)nc(=S)n(Cc2ccccc2)c1C | -1 | 4 | 1 | 0.1 | 0 | 0 | 102 | -2 | 103 | 103 | -4
COc1cccc(C(=O)NCC(=O)OCC(=O)c2ccccc2)c1 | -3 | 6 | -5 | -0.5 | -2 | -9 | 93 | 1 | 85 | 101 | -7
CC(=O)c1c(C)nc(-c2ccc(OCC(=O)Nc3cccc(C)c3C)cc2)n1O | -9 | 19 | -1 | -0.2 | 7 | -35 | 105 | 4 | 100 | 100 | -8
COC(=O)c1ccc2c(=O)n(CCCCCC(=O)NCc3ccccn3)c(=O)[nH]c2c1 | -1 | 10 | 0 | 0.3 | -1 | 0 | 99 | 2 | 99 | 100 | -1
CN(Cc1ccccc1)C(=O)COC(=O)c1ccc2c(c1)OCO2 | 0 | 17 | -6 | 0.2 | -10 | -7 | 90 | 2 | 75 | 87 | -4
Cc1cccc(NC(=S)NC(=O)c2ccc(Br)o2)c1C | -2 | 18 | 1 | 0.4 | 0 | 0 | 100 | 5 | 101 | ? | -3

Gathered by group, the entries above with a tert-butyl group
compound | Bim-Bcl-W | GSH bead fluor | Bim-Bcl-2 | ABCB1 block | Bfl-1 Bim block | Bcl-B Bim block | RGS4-Gao reg | ABCG2 block | RGS8-Gao | RGS7-Gao | Bcl-XL Bim block
CC(C)(C)OC(=O)N1CC=C2C(C#N)=C(N)C(C#N)(C#N)C(c3cccs3)C2C1 (stereo not drawn) | 0 | 33 | -10 | 0.6 | -11 | -11 | 92 | 3 | 97 | 95 | -5
CC(C)(C)C(=O)Nc1cccc(-c2nnc(-c3cccc(NC(=O)C(C)(C)C)c3)o2)c1 | -1 | 28 | 0 | 1.6 | -3 | -1 | 96 | 33 | 81 | 97 | -2

Assay outcomes deposited in PubChem by NMMLSC.
